# Yfh1-off respiration: mitochondrial function rescue without frataxin homolog – Friedreich's ataxia, plus single-dose screen, dose response (AID 1465); S. cerevisiae Yfh1-off respiration, WST-1 reduction, 72 h; higher fold induction means a stronger effect; one-dose fold induction at 50 µM; EC50 in µM for titrated hits; 220,000 compounds, 0.074% hits;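 active = fold induction of absorbance versus untreated yeast above a set limit, then at least 30% activation at any dose in follow-up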;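 note: activators that raise dye reduction in frataxin-depleted yeast; strong numbers were not always called active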
# Autophagy HCS: modulators of autophagy; MEF GFP-LC3 puncta imaging; test concentration mostly 10 µM; calls only at 10 µM (by protocol); 190,000 compounds, 0.98% hits;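 active = percentage of spot-positive cells more than 3 SD above its plate mean, without a fluorescence outlier flag or 80% toxicity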;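 note: spot-positive cell cutoff set from DMSO-treated cells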
# Dynein transport: blocks dynein driven cargo transport along microtubules; 220,000 compounds, 0.47% hits; 3617.4 mouse cells, GR-EGFP nuclear translocation imaging; test concentration mostly 20 µM; stimulated with dexamethasone, 1 µM; stronger effect = lower value; z-score, hits read low; AID 1381;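 active = plate z-score of nuclear minus cytoplasmic receptor signal below a set negative limit, without overly bright fluorescence or cell loss, cut at about -3.5 in these data, passing the limit was not always enough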;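 note: z-score of nuclear minus cytoplasmic ring GR-EGFP intensity difference per well; some compounds called inactive have numbers as strong as hits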
#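 Buffer or medium: tet-free medium with charcoal-stripped serum / Also added: dexamethasone agonist, 1.0 µM final, for 30 min / Timing: induction 48 h, compound 1 h, agonist 30 min / Measured by: high-content fluorescence imaging after fixation / Read-out: nuclear-to-cytoplasmic GR-EGFP distribution per well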
# WT yeast gro inh: growth inhibition of WT yeast, mitochondrial fusion screen. mitochondrial fusion phenotypic screen, WT strain. inhibition, % at 10 µM. 190,000 compounds, 2.1% hits; in the data active = inhibition above about 58%; tested in S. cerevisiae
# Ins promoter up: MIN6 insulin promoter up-regulation. MIN6 insulin promoter-GFP reporter, high-content imaging; stronger effect = higher value. z-score at 5 µM. 190,000 compounds, 0.3% hits. AID 1625;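 active = z-score above 3 at 5 µM with at least 500 cells counted in the well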
# Hep lipid drop: modulators of hepatic lipid droplet formation | 240,000 compounds, 0.4% hits | AML12 mouse hepatocytes, oleate lipid droplets, BODIPY imaging | inhibition, % at 6.5 µM;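 active = lipid droplet intensity inhibited by at least 50%, with more than 500 cells counted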
#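 System: AML12 hepatocytes (mouse). Probe or stimulus: oleic acid at 100 µM to induce lipid droplet formation. Times: overnight treatment with compound plus oleate. Detection: Image-based BODIPY and DAPI two-channel analysis. Evaluation: percent inhibition of filter-corrected integrated lipid droplet intensity per well.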
# b-catenin transl: alters nuclear translocation of beta-catenin in HeLa cells; immunofluorescence imaging; nuclear translocation activity, % at 5 µM; 190,000 compounds, 0.3% hits; AID 1665;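 active = nuclear translocation activity above 50% at 5 µM, with a well cell count of 50 or more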;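 note: per-cell ratio of nuclear to cytoplasmic median beta-catenin stain intensity; plate controls were DMSO negative control for no effect and GSK-3 inhibitor IX positive control for full effect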
#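 System: HeLa cells, endogenous beta-catenin; compound dosing: 5 µM primary single dose, 0.1% DMSO, 0.02–20 µM confirmation series; incubation: 24 h compound exposure at 37°C, 5% CO2; signal: beta-catenin immunofluorescence imaging with DAPI; evaluation: % activation, nuclear-to-cytoplasmic median beta-catenin signal ratio per cell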
# MT stabilize HCS: stabilizes microtubules in HeLa cells; HeLa tubulin immunostaining HCS, 24 h; share of cells brighter than vehicle mean+2SD; 200,000 compounds, 0.83% hits; % tubulin-high responders, % at 10 µM;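 active = plate Z-score above 3 for both tubulin-high and condensed-nucleus cell shares, with cell loss under 80%, at 10 µM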;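 note: anti alpha tubulin signal scored within the nucleus-defined area of each cell; some results filed as inactive read as strong as hits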
# HEK293 NOD2/NF-kB: NOD2 signaling inhibitors, cell-based, luminescence, uHTS, HEK293 (AID 1566); one-dose inhibition, % at 4 µM; EC50 in µM for titrated hits; HEK293 NOD2/NF-kB luciferase reporter, luminescence; higher % means a stronger effect; 290,000 compounds, 0.63% hits; in the data active = inhibition above about 50%; note: many of its hits are not listed in these tables
# WT yeast gro inh mutant strain: recorded beside WT yeast gro inh, whose call it bears; inhibition, %; mitochondrial fusion phenotypic screen, mutant strain inhibition
# Dynein transport cytoplasmic EGFP: further read-out of Dynein transport, marked with its call; z-score; measured here: cytoplasmic GR-EGFP intensity; stronger effect = higher value
# Dynein transport nuclear GR-EGFP: further read-out of Dynein transport, marked with its call; z-score; measured here: nuclear GR-EGFP intensity;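 lower value marks the stronger effect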
# Dynein transport cell count: also measured in Dynein transport; calls as there; z-score; measured here: cell count per field
# Ins promoter up cell count: also measured in Ins promoter up; calls as there; cell count; measured here: cytotoxicity, nuclei count;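 total cells summed across four imaged fields per well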
# Hep lipid drop cells 6.5 µM: further read-out of Hep lipid drop, marked with its call; cell count; measured here: cell count, cytotoxicity flag;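 cells counted across two imaged fields per well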
# b-catenin transl cell count 5 µM: recorded beside b-catenin transl, whose call it bears; cell count; measured here: cell count, cytotoxicity flag
# MT stabilize HCS Hoechst-high %: second read-out of MT stabilize HCS, no call of its own (marks repeat the call); % Hoechst-high responders; measured here: nuclear condensation Hoechst responders;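 share of cells brighter than vehicle mean plus two SD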
# MT stabilize HCS cytotoxicity %: second read-out of MT stabilize HCS, no call of its own (marks repeat the call); toxicity, %; measured here: cytotoxicity by cell density;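 0% = mean cell density of plate MIN control wells and 100% = no cells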
# Autophagy HCS cell loss 18 h: recorded beside Autophagy HCS, whose call it bears; toxicity, %; measured here: cell loss, nuclei count;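 cell loss after 18 h compound exposure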
# An asterisk follows results filed as active; i = inactive; nt = not tested or not shown. A portion of the library; rates above refer to the full screens.
SMILES,Yfh1-off respiration,Autophagy HCS,Autophagy HCS cell loss 18 h,Dynein transport,Dynein transport cytoplasmic EGFP,Dynein transport nuclear GR-EGFP,Dynein transport cell count,WT yeast gro inh,WT yeast gro inh mutant strain,Ins promoter up,Ins promoter up cell count,Hep lipid drop,Hep lipid drop cells 6.5 µM,b-catenin transl,b-catenin transl cell count 5 µM,MT stabilize HCS,MT stabilize HCS Hoechst-high %,MT stabilize HCS cytotoxicity %,HEK293 NOD2/NF-kB
CCn1cc(/C=N/NC(=O)c2ccc3c(c2)OCO3)cn1,i,i,-8,-0.042,-0.26,0.022,-0.1,-9,-5,nt,nt,2,624,1.7,975,2.7,2.3,2.7,25%
COc1ccc(/C=C2\SC(=O)N(CC(=O)NN3CCN(C)CC3)C2=O)cc1OC,i,nt,nt,-0.31,-0.81,-0.34,0.17,nt,nt,-0.62,1070,-27,648,0.4,1345,nt,nt,nt,-1%
O=C(NCc1cccnc1)C(=O)Nc1ccc([N+](=O)[O-])cc1,i,i,-3,-0.35,-0.37,-0.16,1.1,-8,7,-0.54,1370,-8,689,-0.3,934,11,0.9,13,15%
COc1cc([N+](=O)[O-])ccc1NC(=O)NCc1ccco1,i,i,-33,2.6,-0.05,1.8,-1.9,-3,5,-0.31,1602,6,691,-2.0,1023,4.7,1.6,0.7,-10%
CCn1c(=O)c(C(=O)NCc2ccc(OC)cc2)c(O)c2ccccc21,i,i,-2,-0.62,-0.31,-0.98,0.89,13,11,-0.27,1306,4,745,nt,nt,2.0,1.7,8.6,-3%
Cc1ccccc1NC(=O)C1CC(=O)OC12CCOC(C)(C)C2 (stereo not drawn),i,i,-13,0.21,-0.34,0.38,0.8,-10,-2,0.05,1404,3,706,-1.8,991,2.5,0.9,4.6,11%
COc1cc(Br)cc(-c2nc3c(c(=O)[nH]c(=O)n3Cc3ccccc3)n2C)c1O,i,i,-5,-0.088,-0.21,0.39,0.51,9,8,0.52,1197,nt,nt,-2.2,967,2.3,1.9,3.5,-17%
COc1cccc(CC2(CO)CCCN(Cc3cn[nH]c3-c3cc(C)ccc3C)C2)c1 (stereo not drawn),i,i,5,1.1,-0.28,0.82,0.048,1,-1,-0.13,1417,0,711,0.1,1001,2.6,1.1,7.7,12%
COc1cc(NC(=O)Cn2nnc(-c3ccccc3N)n2)cc(OC)c1,i,i,4,1.2,-0.13,0.2,-0.072,0,-7,0.56,1408,nt,nt,-2.7,1028,2.0,0.7,7.7,10%
COc1ccccc1NS(=O)(=O)c1cc(NC(=O)CCC(=O)c2cccs2)ccc1Cl,i,i,4,-0.28,-0.21,-0.13,0.67,10,10,0.17,1168,-5,446,0.5,895,2.4,1.4,7.3,25%
CCn1c(C)nc2cc(C(=O)N=Nc3c(O)[nH]c4c(C)cc(C)cc34)ccc21,i,i,6,0.074,-0.26,0.065,0.98,-5,-10,-0.04,1045,46,540,1.0,452,2.8,1.6,10,20%
NC(=O)C1(NC(=O)[C@@H]2CC3(CC(c4cccc(NC(=O)[C@@H]5CCC(=O)N5)c4)=NO3)CN2C(=O)c2ccccc2)CC1 (stereo partly drawn),i,i,-29,1.4,-0.19,1,-0.31,4,22,0.1,1605,nt,nt,-0.9,1373,2.0,1.6,11,12%
COc1ccc(C2SCC(=O)N2CCc2ccc(OC)c(OC)c2)cc1 (stereo not drawn),i,i,26,1,-0.14,1.2,-1.2,26,10,-0.28,1202,-3,694,82*,444*,18*,7.0*,63*,11%
Cc1nc(SC2CC(=O)N(c3cc(Cl)cc(Cl)c3)C2=O)nc2c1CCCC2 (stereo not drawn),i,i,-3,-0.31,-0.25,0.091,0.49,nt,nt,-0.24,917,0,807,-1.7,1241,2.9,2.1,1.3,11%
CCn1c(-c2csc3ccccc23)n[nH]c1=S,i,i,-4,0.0096,-0.19,0.089,0.16,-15,13,-0.29,1558,-3,641,4.7,707,7.5,2.9,16,4%
O=C(CO/N=C1\CCCc2nonc21)Nc1ccccc1Cl,i,i,-6,-0.17,-0.18,0.073,-0.17,-2,11,-0.55,1508,1,602,1.0,1085,2.4,2.8,11,9%
OCCC1CN(Cc2cccc3nonc23)CCN1Cc1ccsc1 (stereo not drawn),i,nt,nt,-0.54,-0.24,-0.24,0.19,nt,nt,-0.01,1087,1,695,-0.2,1302,nt,nt,nt,2%
CC(=O)Nc1ccc(C(=O)CS(=O)(=O)c2ccc(C)cc2)cc1,i,i,-6,0.25,-0.18,-0.081,1,-3,5,1.2,1305,-2,723,0.3,1012,3.1,2.0,3.1,5%
CC(C)(CN=C1NS(=O)(=O)c2ccccc21)CNC(=O)CN1C(=O)c2ccccc2C1=O,i,i,-5,-0.044,-0.24,0.079,0.96,8,0,0.04,1042,nt,nt,1.5,664,1.1,2.5,10,3%
CCOC(=O)c1ccc(N2C(=O)c3n[nH]c(C)c3C2c2ccc(OC)c(OC)c2)cc1 (stereo not drawn),i,i,1,2.2,-0.053,1.9,-2.6,-53,-17,-0.33,882,-17,731,1.6,1091,38*,18*,29*,2%
CC(C)(C)c1ccc(OCC(O)CSc2ncn[nH]2)cc1 (stereo not drawn),i,i,-4,1.1,0.092,1.2,-1.9,-7,3,-0.38,994,12,787,nt,nt,1.0,1.5,6.3,1%
C[C@H]1[C@H](C)CC[C@]2(C(=O)O)CC[C@]3(C)C(=CC[C@@H]4[C@@]5(C)CC[C@H](O)C(C)(C)[C@@H]5CC[C@]43C)[C@H]12,i,nt,nt,0.3,-0.76,0.27,-0.17,nt,nt,nt,nt,-2,812,-0.2,1144,nt,nt,nt,12%
CC1CCCCN1CCNC(=O)c1cnn2ccccc12 (stereo not drawn),i,i,-4,0.75,-0.18,0.72,-0.23,4,1,0.66,820,nt,nt,nt,nt,5.6,2.4,7.6,-13%
Cc1cccc(Sc2nc(-c3ccccc3)ncc2C(=O)O)c1,i,i,-6,-0.91,0.3,-0.35,0.9,-16,-7,0.05,1266,9,679,-1.0,1102,5.5,1.0,9.6,-2%
Cc1ccc(C(=O)n2nc(-c3ccccc3)nc2NCc2ccco2)cc1,i,i,5,-0.83,-0.3,-0.22,0.2,9,14,0.35,1328,nt,nt,-0.8,1367,2.6,2.8,2.9,10%
# Further compounds follow:
SMILES,Yfh1-off respiration,Autophagy HCS,Autophagy HCS cell loss 18 h,Dynein transport,Dynein transport cytoplasmic EGFP,Dynein transport nuclear GR-EGFP,Dynein transport cell count,WT yeast gro inh,WT yeast gro inh mutant strain,Ins promoter up,Ins promoter up cell count,Hep lipid drop,Hep lipid drop cells 6.5 µM,b-catenin transl,b-catenin transl cell count 5 µM,MT stabilize HCS,MT stabilize HCS Hoechst-high %,MT stabilize HCS cytotoxicity %,HEK293 NOD2/NF-kB
COc1ccc(CCNC(=O)CN2C(=O)c3ccccc3C2=O)cc1,i,i,-5,0.017,-0.063,0.38,-0.57,10,8,-0.52,967,15,765,nt,nt,1.3,1.2,8.9,16%
C/C(NCCCn1ccnc1)=C(\C#N)C(N)=O,i,i,0,-0.51,-0.21,-0.35,0.22,-9,1,-0.49,953,nt,nt,2.6,1129,2.0,0.9,0.8,-22%
COc1ccc(C(=O)NC(=S)NNC(=O)CCc2ccccc2)cc1,i,i,-23,-0.2,-0.2,-0.22,-0.74,27,44,nt,nt,nt,nt,nt,nt,4.2,1.4,3.2,9%
OCc1n[nH]c(CO)n1,i,i,8,2.6,0.014,2.4,-1.7,-4,2,0.63,1270,-2,740,2.6,1109,3.6,1.6,2.2,-1%
CCn1nnc(-c2ccccc2NS(=O)(=O)c2ccc(S(=O)(=O)N3CCCCCC3)cc2)n1,i,i,4,1.7,-0.31,0.5,-0.91,14,5,-0.21,850,nt,nt,-6.0,916,3.5,1.2,7.8,-4%
Cc1ccccc1-c1nc(CN2CCC(C(=O)NCc3cccs3)CC2)c(C)o1,i,i,-8,0.85,-0.25,0.12,-0.23,5,-19,0.4,1026,13,798,nt,nt,1.6,1.0,7.7,0%
CC1(C)Oc2ccc(C(=O)N3CCOCC3)cc2N(CC(=O)N2CCOCC2)C1=O,i,i,1,-0.52,-0.42,-0.33,0.22,-4,-14,-0.12,1425,nt,nt,-3.4,1034,2.4,1.7,2.2,0%
C/C(=N\NS(=O)(=O)c1ccc(C)cc1)c1cc2ccccc2oc1=O,i,i,-5,0.12,-0.25,-0.1,-0.0093,-9,-7,-0.47,1338,42,667,-1.0,1109,2.5,1.8,8.6,7%
CCN(CC)C(=O)C(=O)c1cn(CC(=O)NCC2CCCO2)c2ccccc12 (stereo not drawn),i,i,8,0.72,-0.3,0.13,0.23,-4,-1,0.09,1529,-16,677,-1.0,1012,3.1,2.5,2.4,-8%
CCN(CC)CCNS(=O)(=O)c1ccc(C(=O)NN)cc1,i,i,-1,0.077,-0.21,0.35,-0.14,-10,16,-0.82,1433,1,680,-2.2,1111,2.7,3.0,6.8,0%
COc1ccc(-n2c(=O)c3ccccc3n(CC(=O)NC3CCCC3)c2=O)cc1,i,i,1,0.61,-0.13,0.61,-0.18,12,-8,0.93,1307,0,773,-1.2,1109,5.6,3.3,6.8,6%

# Bioassay records from PubChem.
